procasp7 counter: counter-screen: procaspase-7 (human) activation. P55210. recombinant procaspase-7, Ac-DEVD-pNA absorbance 405 nm; D23A/D198A/D206A triple mutant, cannot self-cleave; scale: DMSO 0, 5 µM enzyme 100. activation, % at 8.5 µM. hit rate 0.093% among 330,000;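 active = percent activation above the screen-wide mean plus 3 SD, cut at about 25% in these data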
Target sequence (P55210 whole entry D23A/D198A/D206A): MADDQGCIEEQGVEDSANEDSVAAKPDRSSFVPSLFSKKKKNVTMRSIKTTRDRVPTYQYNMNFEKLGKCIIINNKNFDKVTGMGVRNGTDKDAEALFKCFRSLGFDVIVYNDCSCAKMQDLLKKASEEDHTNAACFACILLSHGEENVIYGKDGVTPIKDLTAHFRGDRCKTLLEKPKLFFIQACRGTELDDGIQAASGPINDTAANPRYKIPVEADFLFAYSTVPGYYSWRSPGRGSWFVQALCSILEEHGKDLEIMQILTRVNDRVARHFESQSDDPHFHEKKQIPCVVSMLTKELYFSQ
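Material: Procaspase-7 triple mutant (PC-7 D3A) | Quantity: 2 µM procaspase-7 mutant as dispensed | Reagent: DEVD-pNA substrate | Times: 1 h preincubation, 2 h reaction | Technique: 405 nm absorbance of p-nitroaniline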
LAP4-GFP MLPCN: alters LAP4-GFP fluorescence in TOR pathway yeast screen; S. cerevisiae LAP4-GFP multiplex, flow cytometry GFP, 3 h; median GFP as percent of DMSO wells; hit rate 0.34% among 320,000; GFP response vs DMSO, % at 10 µM;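 active = GFP response vs DMSO above a set limit, about the screen mean plus 3 SD, cut at about 150% in these data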
procasp3 activ: activates human procaspase-3 | hit rate 0.11% among 330,000 | activation, % at 8.5 µM | recombinant procaspase-3 D3A, Ac-DEVD-pNA absorbance 405 nm;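 active = activation above the mean of all tested compounds plus 3 SD, cut at about 21% in these data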;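 note: 0% = DMSO alone and 100% = DMSO wells spiked with extra 5 µM PC-3 D3A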
Target sequence (P42574 whole entry D9A/D28A/D175A): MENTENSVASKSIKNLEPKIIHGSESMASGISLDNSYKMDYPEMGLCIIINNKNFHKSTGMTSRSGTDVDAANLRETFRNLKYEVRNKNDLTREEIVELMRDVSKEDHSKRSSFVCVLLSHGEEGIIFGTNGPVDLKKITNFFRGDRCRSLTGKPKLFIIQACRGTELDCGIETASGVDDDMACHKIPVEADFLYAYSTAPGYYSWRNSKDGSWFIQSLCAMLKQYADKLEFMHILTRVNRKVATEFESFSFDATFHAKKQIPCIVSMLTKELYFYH
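Evaluation: percent activation relative to control range; Material: Procaspase-3 D3A mutant, all three cleavage aspartates alanine; Compound: single dose, 8.5 µM nominal compound, 0.8% DMSO; Replication: one well per compound; Signal: absorbance at 405 nm, 0 and 120 min; Schedule: 1 h preincubation plus 2 h reaction at 25 °C.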
RPL19A TOR yeast: modulators of TOR pathway RPL19A-GFP in S. cerevisiae | percent response vs DMSO, % at 10 µM | AID 2025 | S. cerevisiae RPL19A-GFP strain, flow cytometry, 3 h; active compounds read low | hit rate 0.3% among 330,000;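 active = percent response vs DMSO below 50%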;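 note: median channel GFP fluorescence of the barcoded RPL19A-GFP strain; ratio of sample median GFP to plate DMSO average so 100% = DMSO; lower means less RPL19A-GFP as with rapamycin TOR inhibition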
AGP1-GFP MLPCN: modulators of TOR pathway AGP1-GFP in S. cerevisiae | hit rate 0.02% among 320,000 | GFP response vs DMSO, % at 10 µM | S. cerevisiae AGP1-GFP multiplex flow cytometry, 3 h; GFP as percent of DMSO wells;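 active = GFP response relative to DMSO above a set limit, near screen average plus 3 SD, cut at about 150% in these data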;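 note: median GFP channel fluorescence of the gated AGP1 strain per well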
AHR activator: activates the human aryl hydrocarbon receptor | P35869 | AHR-responsive luciferase reporter cells, luminescence | activation, % at 5 µM | hit rate 2.5% among 320,000 | AID 2796; in the data active = activation above about 47%;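 note: 0% = vehicle wells and 100% = reference agonist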
MEP2-GFP yeast: alters MEP2-GFP fluorescence in TOR pathway yeast screen. S. cerevisiae MEP2-GFP strain, flow cytometry GFP, 3 h; 100% = DMSO control level. GFP response vs DMSO, % at 10 µM. hit rate 0.51% among 330,000. AID 2016;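 active = GFP response versus DMSO above a set limit, roughly screen mean plus 3 SD, cut at about 180% in these data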;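 note: median GFP fluorescence of the barcode-gated MEP2-GFP cells per well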
CIT2-GFP yeast: yeast TOR pathway CIT2-GFP modulation; GFP response vs DMSO, % at 10 µM; S. cerevisiae CIT2-GFP strain, flow cytometry, 3 h; 100 means same as DMSO wells; hit rate 0.065% among 320,000;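 active = GFP response relative to DMSO above a set limit, near the screen mean plus 3 SD, cut at about 150% in these data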;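 note: ratio of well median GFP fluorescence to mean of DMSO wells on the plate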
* hit, by the source's call; . = no result given.

Results follow in this order: procasp7 counter	LAP4-GFP MLPCN	procasp3 activ	RPL19A TOR yeast	AGP1-GFP MLPCN	AHR activator	MEP2-GFP yeast	CIT2-GFP yeast
> CC1(C)SC(=S)N(/N=C/c2ccc(O)cc2)C1N(O)C(=O)Nc1ccc([N+](=O)[O-])cc1 (stereo not drawn)
  8	86	-12	86	81	15	90	87
> CCOc1cc(NC(=O)CCl)c(OCC)cc1NC(C)=O
  3	108	0	105	113	5	110	111
> CCN(CC)CCNC(=O)/C(=C\c1cccn1C)NC(=O)c1cccs1
  -13	104	-6	98	99	1	104	98
> CC1(C)Cc2nc3sc(C(=O)NCCO)c(N)c3cc2CO1
  -1	96	-15	94	96	16	99	92
> CC1Cc2ccccc2N1Cc1nc2cc(C(F)(F)F)ccc2c(=O)[nH]1 (stereo not drawn)
  -8	97	-4	99	98	33	96	94
> Cc1ccc2c(COC(=O)c3n[nH]c4ccccc34)cc(=O)oc2c1
  11	107	2	98	99	3	94	94
> COc1ccc(CC(NC(C)=O)C(=O)NC2CCN(S(=O)(=O)c3ccc(NC(C)=O)cc3)CC2)cc1 (stereo not drawn)
  4	99	10	101	94	2	105	103
> CC(C)(C)c1ccc(C(CC(=O)O)NC(=O)c2ccccc2F)cc1 (stereo not drawn)
  -8	112	1	107	102	0	97	99
> CCOC(=S)SCC(=O)Nc1nc(-c2ccccc2)cs1
  -6	123	-8	101	100	9	106	98
> Cc1cc(Cn2ccnc2)c(C)c([N+](=O)[O-])c1Cn1ccnc1
  5	98	2	103	97	2	100	97
> COc1ccc(CCNC(=O)COc2ccc(S(=O)(=O)NC3CCCCC3)cc2Cl)cc1
  0	101	-3	100	110	2	110	110
> Cc1nn(Cc2ccc(Cl)c(Cl)c2)c(C)c1NC(=O)c1cc(-c2ccc3c(c2)OCO3)on1
  -3	99	-2	95	101	1	108	96
> NCCCC[C@H]1CNC(=O)C(=O)N1CCC12CC3CC(CC(C3)C1)C2
  -8	133	3	96	91	0	92	128
> COc1ccc(-c2cn[nH]c2-c2ccc(OCc3ccccc3F)cc2O)cc1OC
  4	105	1	98	104	10	106	99
> CSc1ccccc1NC(=O)CN(C)C(=O)CNc1ccc(C(F)(F)F)cc1[N+](=O)[O-]
  11	101	-1	98	98	9	99	98
> COc1ccc(CC(=O)NNS(=O)(=O)c2ccc3ccccc3c2)cc1OC
  -12	107	2	99	111	1	107	99
> C/C=C1\COC(C(=O)NCCCN2CCCC2=O)(C(F)(F)F)C=C1C=C(C)C (stereo not drawn)
  -6	104	-10	104	93	1	100	89
> Cc1ccc(N(CC(=O)NCc2ccccc2)C(=O)c2csnn2)cc1
  -9	107	4	103	111	0	117	109
> Cc1cc(NC(=O)CNCC(c2ccccc2)N(C)C)c([N+](=O)[O-])cc1C (stereo not drawn)
  7	101	3	105	104	6	101	111
> Cn1c(=O)n(Cc2ccccc2F)c(=O)c2c1nc1n2CCCN1CCc1ccccc1
  -8	100	-1	97	96	5	101	98
> CC(=O)NC(Cc1ccc(F)c(F)c1)C(=O)NC1CCN(c2nnnn2-c2ccccc2)CC1 (stereo not drawn)
  3	122	0	97	112	0	104	108
> CC1(C#CC[N+]2(C)CCCCC2)CCC2C(O1)c1ccccc1OC2(C)C (stereo not drawn)
  3	106	-5	115	118	-1	105	103
> COc1ccc(N2CCN(CC(=O)c3c[nH]c4ccccc34)CC2)cc1
  -3	104	-1	100	97	11	103	98
> COc1ccccc1CNC(=O)COC(=O)c1ccco1
  -1	109	11	98	106	-1	100	107
> COc1ccc(NC(=O)C(=O)c2cn(CC(=O)N3CCOCC3)c3ccccc23)cc1OC
  8	96	0	99	100	2	98	102
> COc1cccc(C(=O)Nc2c(C)nn(-c3ccccc3)c2C)c1
  -1	93	6	100	98	13	95	104
> COc1ccc(C(=O)O)cc1S(=O)(=O)NCc1cccnc1
  -3	95	3	99	104	3	94	99
> Cc1cccc(-c2noc(CCCC(=O)NC3CCCCC3)n2)c1
  -5	96	9	106	100	-2	102	94
> COc1ccc(NC(=S)NCc2cccnc2)cc1
  8	103	-2	101	105	2	100	99
> COc1ccc(OC)c(C2CC(=O)OC3=C2C(=O)CC(C)(C)C3)c1 (stereo not drawn)
  4	104	-4	96	102	3	105	97
> Cn1c(CNc2nc(-c3ccccc3)cs2)nnc1SCC(=O)OC1CCCCC1
  1	94	-12	90	92	0	91	88
> O=C(NCCCN1CCOCC1)c1ccc2nc(Cc3cccc(Cl)c3)oc2c1
  0	102	-2	91	99	6	96	108
> Cc1ccc(OCC(O)CN2CCN(CC(O)COC(C)C)CC2)c(C(C)(C)C)c1 (stereo not drawn)
  2	111	-4	106	112	-2	103	106
> CC(C)C1Oc2ccccc2N(CC(=O)N2CCOCC2)C1=O (stereo not drawn)
  10	93	5	101	100	-2	99	106
> CC(Cc1cccs1)NC(=O)c1cccs1 (stereo not drawn)
  -8	113	-1	98	99	3	109	95
> COc1ccc(-n2ncc(C(C)NS(=O)(=O)c3ccc(C)s3)c2C)cc1 (stereo not drawn)
  -8	102	12	107	105	19	104	99
> CC(=O)C[C@H](O)CC(=O)[C@@H]1OC(=O)[C@@H](C)C/C=C\Cc2ccccc21
  -2	93	4	94	98	0	90	93
> COc1ccc(NS(=O)(=O)c2cccc(NC(=O)c3ccccn3)c2)cc1
  -4	109	-5	96	99	3	102	91
> CCOC(=O)c1sc(NC(=O)c2sccc2C)cc1C
  -5	110	-2	96	94	-10	94	88
> Cc1ccccc1Cn1c(=O)sc2ccccc2c1=O
  -10	112	-5	97	102	0	93	94
> CCOc1ccc(CN2CCN(Cc3nc(C(C)C)cs3)CC2CCO)cc1 (stereo not drawn)
  -2	101	3	102	105	6	103	.
> COC(C[C@H](O)C[C@H](O)[C@H](C)OCc1ccccc1)OC
  7	90	6	93	94	-1	95	102
> CC(=O)c1cccc(NC(=O)C2CCN(S(=O)(=O)c3ccc(C)cc3)CC2)c1
  8	93	-6	91	100	6	88	107
> O=C(CCS(=O)(=O)Cc1ccc(Cl)cc1)NCCCN1CCOCC1
  2	102	-3	109	111	-1	109	106
> CCN(CC)S(=O)(=O)c1cccc(C(=O)N/N=C/c2ccccn2)c1
  4	99	5	99	98	4	102	102

5 entries picked at random from the list so far, as already listed:
Results follow in this order: procasp7 counter	LAP4-GFP MLPCN	procasp3 activ	RPL19A TOR yeast	AGP1-GFP MLPCN	AHR activator	MEP2-GFP yeast	CIT2-GFP yeast
> CC(=O)c1cccc(NC(=O)C2CCN(S(=O)(=O)c3ccc(C)cc3)CC2)c1
  8	93	-6	91	100	6	88	107
> O=C(CCS(=O)(=O)Cc1ccc(Cl)cc1)NCCCN1CCOCC1
  2	102	-3	109	111	-1	109	106
> CC(Cc1cccs1)NC(=O)c1cccs1 (stereo not drawn)
  -8	113	-1	98	99	3	109	95
> CCOC(=O)c1sc(NC(=O)c2sccc2C)cc1C
  -5	110	-2	96	94	-10	94	88
> CCN(CC)S(=O)(=O)c1cccc(C(=O)N/N=C/c2ccccn2)c1
  4	99	5	99	98	4	102	102

Other compounds
Results follow in this order: procasp7 counter	LAP4-GFP MLPCN	procasp3 activ	RPL19A TOR yeast	AGP1-GFP MLPCN	AHR activator	MEP2-GFP yeast	CIT2-GFP yeast
> O=C(Nc1nnc(Cc2ccccc2)s1)c1cnccn1
  1	105	-4	98	92	5	98	101
> CC1CCC2(CC1)NC(=O)N(CC(=O)N1CCN(S(=O)(=O)c3ccccc3)CC1)C2=O (stereo not drawn)
  3	103	3	107	109	0	104	111
> Cc1cccc(N(C(=O)CNC(=O)c2ccco2)C(C(=O)NC2CCCCC2)c2cccnc2)c1 (stereo not drawn)
  -6	95	-2	107	101	0	103	100
> Cc1cccc(-n2c(O)c(C=NC3CCS(=O)(=O)C3)c3ccccc3c2=O)c1 (stereo not drawn)
  3	96	-1	100	103	0	104	100
> CCOc1ccc2[nH]c3c(NCCc4ccc(OC)c(OC)c4)ncnc3c2c1
  7	103	0	96	100	22	100	92
> COC(=O)CS(=O)(=O)c1cc([N+](=O)[O-])ccc1NC(=O)OC
  5	117	5	97	101	0	97	101
> N#C/C(=C\c1ccc(N2CCCCC2)c([N+](=O)[O-])c1)c1nn(-c2ccccc2)c(N)c1C#N
  10	104	3	104	102	17	102	107
> CCOc1ncccc1C(=O)OCC(=O)c1c(N)n(C)c(=O)n(C)c1=O
  3	110	-1	100	105	3	105	104
> O=C(Nc1cccc2ccccc12)N1CC=C(c2ccccc2)CC1
  4	91	-6	95	94	54*	99	94
> Cc1ccc(-c2nnc(N(C)C(=O)c3ccccn3)s2)cn1
  -1	101	-6	97	93	-5	105	94
> CCN(CC)C(=O)COc1ccc(CC(=O)O)cc1OC
  14	100	9	101	107	10	100	94
> CCOc1ccc2oc(-c3ccccc3)c(C(=O)N3CCN(C)CC3)c2c1
  5	97	5	100	103	8	106	92
> Cc1ccc(C)c(NC(=O)C2C(c3ccccc3)C2(Cl)Cl)c1 (stereo not drawn)
  15	99	-5	99	105	4	95	97
> O=C1CN=C(Nc2ccccc2)N1Cc1cccs1
  -5	85	-1	99	103	-1	93	107
> CCC(C)NC(=O)CN1C(=O)CC(C)(C)S(=O)(=O)c2ccccc21 (stereo not drawn)
  0	105	6	101	104	0	116	101
> CCOC(=O)C=Nc1c(N)n(C)c(=O)n(C)c1=O
  -4	100	1	98	102	10	93	97
> CCC(C(=O)NCCCc1ccccc1)n1nc(C)c2c(C)n(-c3ccccc3)nc2c1=O (stereo not drawn)
  -6	111	0	103	107	-2	108	103
> CC1CC1c1ccc(/C=C(\C#N)C(=O)Nc2ccc(Cl)cc2)o1 (stereo not drawn)
  -3	106	15	104	101	90*	94	97
> Cc1cc(N2C(=O)C(O)=C(C(=O)c3cc4ccccc4o3)C2c2ccc(Cl)cc2)no1 (stereo not drawn)
  -20	98	-16	96	95	0	99	91
> CCN1C(=O)[C@H]2[C@@H](c3ccc(C)cc3)N3C(=O)N(c4ccc(C)cc4)C(=O)[C@@]3(Cc3ccccc3)[C@H]2C1=O
  0	107	9	100	84	3	88	72
> CCOc1cccc(=O)c2c(C)n(Cc3ccccc3)c(C)c12
  -6	105	-4	103	95	10	104	92
> OCC1(Cc2ccccc2)CCN(C2CCN(c3ccccc3F)CC2)CC1
  5	103	0	101	102	-1	109	101
> CCC(C)(C(=O)Nc1ccccc1C)N(C(=O)CNC(C)=O)c1ccc(C)cc1 (stereo not drawn)
  -1	92	-1	104	98	2	100	97
> CC(NC(=O)Cc1cccs1)C(c1cccs1)N1CCN(c2ccccc2F)CC1 (stereo not drawn)
  3	104	-4	106	106	1	100	108
> CC(C)CN1CCC(=O)N(CCO)CC1
  6	106	-5	96	78	1	90	67
> COc1ccc(F)cc1C(=O)C1CCCN(C(=O)CCN2CCCCO2)C1 (stereo not drawn)
  7	116	0	98	103	3	109	91
> Cc1ccc(C)c2[nH]c(=O)c(C(c3nnnn3Cc3ccccc3)N3CCc4ccccc4C3)cc12 (stereo not drawn)
  -1	98	6	101	102	13	103	111
> CN(C)CCNC(NC(=O)c1cccs1)C(Cl)(Cl)Cl (stereo not drawn)
  -5	85	8	107	102	-1	95	104
> CC(C)(C)Sc1ccc(N)nc1
  8	93	-3	97	102	2	97	101
> COc1ccc(Cc2noc(CN3CCC(c4ccncc4)CC3)n2)cc1OC
  3	104	-1	95	101	4	92	95
> C/C(=N\NC(=S)Nc1c(C)cccc1C)c1cc2ccccc2o1
  -18	89	-5	102	98	20	100	94

Screening data (PubChem)
